Screens from PubChem.
core dimer inh: blocks dimerization of HCV core protein | 300,000 compounds, 0.33% hits | inhibition, % at 5 µM | TR-FRET GST/Flag-core106 dimerization, 1536-well;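 active = inhibition above the mean of all tested compounds plus 3 SD, set per screening campaign, cut at about 45% in these data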
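Assay system: Tagged HCV core106 pair (GST and Flag) | Buffer or medium: KF-containing HEPES buffer, pH 7.45, DTT, CHAPS, BSA | Also added: Eu donor and XL665 acceptor anti-tag antibodies | Dosing: One concentration, 5 µM, in 0.5% DMSO | Timing: 4 h at 22.5 °C | Technique: TR-FRET 671 and 617 nm emission | Repeats: Singlicate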
AHR act: human AHR activation; P35869; AHR-responsive luciferase reporter cells, luminescence; activation, % at 5 µM; 320,000 compounds, 2.5% hits; in the data active = activation above about 47%;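 note: 0% = vehicle wells and 100% = reference agonist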
CTSL1 counter: counter-screen for PFM18AAP inhibitors: inhibitors of F. hepatica cathepsin L1; recombinant F. hepatica cathepsin L1, Z-Leu-Arg-MCA fluorescence; inhibition, % at 5.96 µM; 300,000 compounds, 0.49% hits;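 active = inhibition above the mean of all tested compounds plus 3 SD, set per screening campaign, cut at about 17% in these data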;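 note: 0% = plate median of test compound wells and 100% = 1 µM Z-Phe-Ala-diazomethylketone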
procasp3 activ: activates human procaspase-3; P42574; recombinant procaspase-3 D3A, Ac-DEVD-pNA absorbance 405 nm; activation, % at 8.5 µM; 330,000 compounds, 0.11% hits;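 active = activation above the mean of all tested compounds plus 3 SD, cut at about 21% in these data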;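 note: 0% = DMSO alone and 100% = DMSO wells spiked with extra 5 µM PC-3 D3A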
Target sequence (P42574 whole entry D9A/D28A/D175A): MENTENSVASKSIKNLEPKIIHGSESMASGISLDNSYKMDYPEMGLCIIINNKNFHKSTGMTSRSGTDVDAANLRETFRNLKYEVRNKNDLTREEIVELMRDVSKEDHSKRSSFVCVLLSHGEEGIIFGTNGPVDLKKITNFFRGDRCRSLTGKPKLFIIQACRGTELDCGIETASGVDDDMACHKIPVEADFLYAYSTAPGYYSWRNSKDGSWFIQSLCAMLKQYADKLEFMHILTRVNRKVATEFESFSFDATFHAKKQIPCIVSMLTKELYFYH
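material = Procaspase-3 D3A mutant | probe or stimulus = Ac-DEVD-pNA | compound = single dose, 8.5 µM nominal compound, 0.8% DMSO | timing = 1 h preincubation, 2 h reaction | measured by = 405 nm absorbance of p-nitroaniline, reads at 0 and 120 min | benchmarks = DMSO-only low control, 5 µM PC-3 D3A high control | repeats = singlicate, each compound tested once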
PAFAH2 inh: inhibitors of human PAFAH2. Q99487. recombinant PAFAH2, FP-rhodamine activity probe, fluorescence polarization. inhibition, % at 3.39 µM. 340,000 compounds, 0.99% hits. AID 492956;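 active = inhibition above the mean over all tested compounds plus 3 SD, cut at about 30% in these data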;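 note: inhibitors block probe labeling of enzyme so polarization drops; 0% = enzyme with DMSO and 100% = wells lacking PAFAH2 protein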
PP5 primary: blocks human protein phosphatase 5 activity | P53041 | purified PP5c, OMFP substrate fluorescence | inhibition, % at 6.7 µM | 320,000 compounds, 0.18% hits | AID 1987;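 active = inhibition above the campaign's mean inhibition across all tested compounds plus 3 SD, cut at about 9.5% in these data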;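 note: 0% = DMSO only and 100% = 100 µM cantharidin control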
Target sequence (P53041 whole entry, looked up): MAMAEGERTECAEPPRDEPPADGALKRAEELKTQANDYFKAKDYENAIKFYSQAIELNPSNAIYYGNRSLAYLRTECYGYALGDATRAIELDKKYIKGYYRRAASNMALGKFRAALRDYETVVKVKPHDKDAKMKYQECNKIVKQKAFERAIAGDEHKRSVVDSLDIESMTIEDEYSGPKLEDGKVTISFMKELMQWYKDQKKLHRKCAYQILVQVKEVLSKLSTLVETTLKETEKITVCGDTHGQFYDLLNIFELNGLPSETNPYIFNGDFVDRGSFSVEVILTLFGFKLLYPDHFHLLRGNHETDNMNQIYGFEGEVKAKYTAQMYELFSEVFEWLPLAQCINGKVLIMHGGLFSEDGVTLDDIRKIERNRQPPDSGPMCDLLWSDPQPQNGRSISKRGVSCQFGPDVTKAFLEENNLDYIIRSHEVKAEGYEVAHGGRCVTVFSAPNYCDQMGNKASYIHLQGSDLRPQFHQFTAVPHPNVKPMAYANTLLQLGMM
TPT1 inh: inhibitors of Candida albicans tRNA 2'-phosphotransferase TPT1; recombinant caTPT1, FP RNA substrate dephosphorylation; inhibition, % at 5 µM; 300,000 compounds, 0.81% hits;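 active = inhibition above the mean of all tested compounds plus 3 SD, set per screening campaign, cut at about 24% in these data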;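 note: plate controls were DMSO alone for no effect and ferristatin control at 100 nM for full effect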
PP1 counter: blocks human PP1-alpha phosphatase, a PP5 counter-screen; purified PP1alpha, OMFP fluorescence; 320,000 compounds, 0.9% hits; P62136; inhibition, % at 6.7 µM;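 active = inhibition above the mean inhibition of all tested compounds plus 3 SD, computed separately for each screening campaign, cut at about 15% in these data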
proCasp7 act: counter-screen: procaspase-7 (human) activation; P55210; recombinant procaspase-7, Ac-DEVD-pNA absorbance 405 nm; D23A/D198A/D206A triple mutant, cannot self-cleave; scale: DMSO 0, 5 µM enzyme 100; activation, % at 8.5 µM; 330,000 compounds, 0.093% hits; AID 463210;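 active = percent activation above the screen-wide mean plus 3 SD, cut at about 25% in these data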
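Assay system: Uncleavable procaspase-7 mutant enzyme | Input: 2 µM procaspase-7 mutant as dispensed | Timing: 1 h compound preincubation, 2 h substrate cleavage, 25 °C | Repeats: One well per compound | Control set: DMSO wells as 0%, DMSO with 5 µM added PC-7 as 100% | Technique: Epi-absorbance of released pNA at 405 nm, two timepoints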
The depositor's hits bear a star; · = no result given.

Codes – A = core dimer inh; B = AHR act; C = CTSL1 counter; D = procasp3 activ; E = PAFAH2 inh; F = PP5 primary; G = TPT1 inh; H = PP1 counter; I = proCasp7 act
1	COc1ccc(N(C)S(=O)(=O)c2cccc(C(=O)N(C)Cc3ccc(C)o3)c2)cc1
  A: -8	B: -2	C: 6	D: 3	E: 1	F: 0.8	G: 0	H: -4	I: 5

2	Cc1cc(S(=O)(=O)NCC(C)C)ccc1OCC(=O)N1CCOCC1
  A: 2	B: -3	C: -1	D: -2	E: 2	F: 1.2	G: 8	H: -2	I: 4

3	O=C(COC(=O)c1ccc([N+](=O)[O-])o1)NCCc1ccccc1
  A: ·	B: 1	C: ·	D: -2	E: 5	F: ·	G: ·	H: ·	I: -4

4	Cc1ccc(N(C(=O)CCC(=O)Nc2ccccn2)C(C(=O)NC(C)C)c2ccc(F)cc2)cc1 (stereo not given)
  A: -2	B: 0	C: -2	D: 10	E: 7	F: 2.1	G: 2	H: -5	I: 7

5	CCN1CCN(c2ncnc3scc(-c4ccc(OC)cc4)c23)CC1
  A: 4	B: 0	C: -1	D: -4	E: -1	F: 0.1	G: 0	H: -2	I: 5

6	COc1ccc(N2CC(C(=O)NCCC3=CCCCC3)CC2=O)cc1 (stereo not given)
  A: 0	B: -1	C: -1	D: -2	E: 9	F: 2.1	G: 2	H: -2	I: 8

7	Cc1ccc(C)c(OCC(=O)NC2CCCCCC2)c1
  A: 13	B: -2	C: -3	D: -2	E: 3	F: 3.6	G: 0	H: 1	I: 1

8	C/C(=N\NC(=O)C(=O)N/N=C(\C)c1cccc(O)c1)c1cccc(O)c1
  A: -3	B: 9	C: 4	D: 2	E: 4	F: 0.4	G: 0	H: 4	I: 1

9	O=C(N/N=C/c1ccc[nH]1)c1ccc(COc2cccc3cccnc23)cc1
  A: 3	B: 7	C: -1	D: 0	E: 6	F: 1.4	G: 4	H: 2	I: 1

10	Cc1onc(-c2c(F)cccc2Cl)c1C(=O)Nc1sc2c(c1C(N)=O)CCC2
  A: 1	B: 22	C: 4	D: -4	E: 13	F: 3.4	G: 4	H: 2	I: 2

11	C=C1CC2C(=O)N(Cc3ccccc3)C(C(=O)OCC)(C(=O)OCC)C1N2C(=O)OC(C)(C)C (stereo not given)
  A: 2	B: 1	C: -2	D: -6	E: 0	F: 2.2	G: -1	H: 2	I: 9

12	Cc1cccc(NS(=O)(=O)c2cccc3nonc23)c1
  A: -2	B: 0	C: 1	D: 4	E: 3	F: 0.8	G: -4	H: -2	I: 10

13	COCCCn1c(SCC(=O)NC2CCCC2)nnc1-c1ccncc1
  A: -27	B: 2	C: -3	D: 4	E: 6	F: 2.1	G: -3	H: 1	I: -3

14	CCOc1ccc(-c2ccc(SCC)nn2)cc1
  A: -26	B: -6	C: -3	D: -2	E: 9	F: -0.4	G: 5	H: -4	I: 7

15	CC(C)(C)C1CCC(C(=O)OCC(=O)c2ccc[nH]2)CC1 (stereo not given)
  A: 24	B: 0	C: 1	D: -5	E: 6	F: 2.8	G: 2	H: 3	I: 6

16	Cc1nc2ccc(NC(=O)COc3ccccc3[N+](=O)[O-])cc2s1
  A: 3	B: -2	C: -5	D: -6	E: ·	F: -0.4	G: 4	H: -3	I: 10

17	Cc1ccccc1C(=O)Nc1nc2c(C)csc2c(=O)s1
  A: 2	B: 0	C: 8	D: -12	E: -4	F: 1.2	G: 5	H: -2	I: 7

18	Cc1ccc(-n2ncc3c(SCc4ccccn4)ncnc32)c(C)c1
  A: 2	B: -4	C: -6	D: -3	E: -5	F: 1.2	G: 1	H: 2	I: 11

19	CCN(CC(=O)NC(C)(C)C)C(=O)CN1c2cccc3cccc(c23)S1(=O)=O
  A: -148	B: 1	C: 3	D: 9	E: 3	F: 1.7	G: 3	H: -3	I: 7

20	O=C(CC1(O)C(=O)Nc2ccccc21)c1ccc2c(c1)OCO2 (stereo not given)
  A: -4	B: 2	C: 1	D: 5	E: 7	F: -1.8	G: 0	H: 2	I: 1

21	CCOc1cccc(OCCCCn2ccnc2)c1
  A: -3	B: 19	C: 2	D: 9	E: 4	F: -1.1	G: -3	H: 2	I: 9

22	COc1ccc(NCC(=O)N/N=C/C(C)c2ccccc2)cc1 (stereo not given)
  A: -4	B: 11	C: -4	D: -1	E: 3	F: -0.7	G: 2	H: -3	I: -2

23	Cc1cccc(N=N/C(=C\O)C(=O)c2ccc(Br)cc2)c1
  A: 13	B: 17	C: -2	D: 0	E: 5	F: -0.6	G: -8	H: -2	I: 2

24	O=C(c1cnn2c(C(F)(F)F)cc(-c3ccc4c(c3)OCO4)nc12)N1CCCC1
  A: 2	B: 2	C: -2	D: 6	E: -7	F: 2.8	G: 0	H: 0	I: 4

25	O=C(/C=C/c1cccs1)NC(=S)Nc1ccc(S(=O)(=O)Nc2ccccc2C(F)(F)F)cc1
  A: 40	B: 0	C: 4	D: -3	E: 6	F: 2.7	G: -3	H: 12	I: 4

26	Cc1cccc(NC(=O)CS(=O)(=O)c2cn(CC(=O)N3CCOCC3)c3ccccc23)c1
  A: 0	B: 1	C: 3	D: 5	E: -1	F: 0.0	G: 2	H: -2	I: -1

27	CCn1c(SCC(=O)c2cc(OC)ccc2OC)nnc1-c1ccncc1
  A: -8	B: -2	C: -3	D: -1	E: 3	F: 2.2	G: -1	H: -3	I: 9

28	Cc1oc2cc3oc(=O)c(CCC(=O)NCCCN4CCOCC4)c(C)c3cc2c1C
  A: -6	B: -1	C: 2	D: 3	E: -5	F: 4.3	G: 2	H: -6	I: 16

29	NC(=O)c1ccc(C2SCC(=O)N2CCc2ccccc2)cc1 (stereo not given)
  A: ·	B: -1	C: ·	D: 4	E: 1	F: 0.4	G: ·	H: -7	I: 10

30	COc1ccc(OC)c(NC(=O)C2COc3ccccc3O2)c1 (stereo not given)
  A: 7	B: 12	C: 2	D: -1	E: 1	F: 3.3	G: 1	H: -3	I: -2

31	Cc1cnc(C(=O)OCC(=O)N2CCN(C(=O)c3ccco3)CC2)cn1
  A: -8	B: 2	C: -10	D: 6	E: 5	F: 0.0	G: -1	H: -2	I: 14

32	C=CCn1c(COc2cccc3cccnc23)nnc1SCC(=O)O
  A: -3	B: 2	C: 1	D: -1	E: 0	F: -1.5	G: -4	H: -1	I: 15

33	C=CCOC(=O)/C(=C\c1ccccc1)NC(=O)c1ccco1
  A: -5	B: 6	C: 4	D: -9	E: -2	F: -0.6	G: -2	H: -4	I: 7

34	O=C(c1cccs1)n1cc(C(=S)N2CCOCC2)c2ccccc21
  A: -1	B: -1	C: 1	D: 9	E: 9	F: 0.3	G: -4	H: -4	I: -11

35	CCCOc1ccc(NC(=O)Cc2ccc(S(=O)(=O)N3CCOCC3)s2)cc1OCCC
  A: 4	B: 5	C: 3	D: -2	E: -4	F: 2.2	G: 0	H: 0	I: -4

36	COc1ccccc1CNC(=O)C1CCCN(S(=O)(=O)c2ccc3c(c2)CC(C)N3C(C)=O)C1 (stereo not given)
  A: 0	B: 3	C: -3	D: 1	E: -4	F: 1.2	G: -2	H: 4	I: 9

37	CCc1noc(C)c1C(=O)OCC(=O)Nc1nc(-c2ccc(F)c(F)c2)cs1
  A: ·	B: 2	C: ·	D: -5	E: -9	F: 4.1	G: ·	H: 4	I: 6

38	Cc1ccc(C(C)C)c(OCCCCN2CCNCC2)c1
  A: 1	B: -3	C: -1	D: 0	E: 0	F: 2.2	G: 1	H: 1	I: 5

39	O=c1onc(-c2ccccc2)c2ccccc12
  A: -1	B: -1	C: 10	D: -2	E: -5	F: -0.4	G: -3	H: 1	I: 2

40	O=C(CSc1nc2ncc(Cl)cc2[nH]1)N1CCOCC1
  A: ·	B: 30	C: ·	D: 4	E: 0	F: ·	G: ·	H: ·	I: -3

41	Cc1cc(C)cc(NC(=O)C(Nc2ccccc2)c2ccccc2)c1 (stereo not given)
  A: 3	B: 18	C: 0	D: 7	E: 2	F: 1.4	G: 1	H: 3	I: 6

42	Cc1nn(Cc2ccccc2)c(C)c1NC(=O)c1cc(-c2ccco2)on1
  A: 1	B: 2	C: -3	D: 1	E: 5	F: 1.6	G: 2	H: -4	I: 9

9 entries from above, in markdown:
| nr | Molecule | core dimer inh | AHR act | CTSL1 counter | procasp3 activ | PAFAH2 inh | PP5 primary | TPT1 inh | PP1 counter | proCasp7 act |
| --- | --- | --- | --- | --- | --- | --- | --- | --- | --- | --- |
| 32 | C=CCn1c(COc2cccc3cccnc23)nnc1SCC(=O)O | -3 | 2 | 1 | -1 | 0 | -1.5 | -4 | -1 | 15 |
| 33 | C=CCOC(=O)/C(=C\c1ccccc1)NC(=O)c1ccco1 | -5 | 6 | 4 | -9 | -2 | -0.6 | -2 | -4 | 7 |
| 34 | O=C(c1cccs1)n1cc(C(=S)N2CCOCC2)c2ccccc21 | -1 | -1 | 1 | 9 | 9 | 0.3 | -4 | -4 | -11 |
| 35 | CCCOc1ccc(NC(=O)Cc2ccc(S(=O)(=O)N3CCOCC3)s2)cc1OCCC | 4 | 5 | 3 | -2 | -4 | 2.2 | 0 | 0 | -4 |
| 36 | COc1ccccc1CNC(=O)C1CCCN(S(=O)(=O)c2ccc3c(c2)CC(C)N3C(C)=O)C1 (stereo not given) | 0 | 3 | -3 | 1 | -4 | 1.2 | -2 | 4 | 9 |
| 37 | CCc1noc(C)c1C(=O)OCC(=O)Nc1nc(-c2ccc(F)c(F)c2)cs1 | · | 2 | · | -5 | -9 | 4.1 | · | 4 | 6 |
| 38 | Cc1ccc(C(C)C)c(OCCCCN2CCNCC2)c1 | 1 | -3 | -1 | 0 | 0 | 2.2 | 1 | 1 | 5 |
| 39 | O=c1onc(-c2ccccc2)c2ccccc12 | -1 | -1 | 10 | -2 | -5 | -0.4 | -3 | 1 | 2 |
| 40 | O=C(CSc1nc2ncc(Cl)cc2[nH]1)N1CCOCC1 | · | 30 | · | 4 | 0 | · | · | · | -3 |
